Screening results deposited in PubChem by several laboratories.
pPAFAH inh: inhibitors of human plasma PAF acetylhydrolase (pPAFAH); 330,000 tested, 1.5% active; AID 463082; inhibition, % at 3.39 µM; recombinant pPAFAH, FP-rhodamine probe fluorescence polarization;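 active = inhibition above the mean inhibition across the screen plus 3 SD, cut at about 25% in these data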;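 also: inhibitors block binding of the rhodamine activity-based probe so polarization drops; 0% = enzyme with DMSO and 100% = wells lacking pPAFAH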
Target sequence (Q13093 whole entry, looked up): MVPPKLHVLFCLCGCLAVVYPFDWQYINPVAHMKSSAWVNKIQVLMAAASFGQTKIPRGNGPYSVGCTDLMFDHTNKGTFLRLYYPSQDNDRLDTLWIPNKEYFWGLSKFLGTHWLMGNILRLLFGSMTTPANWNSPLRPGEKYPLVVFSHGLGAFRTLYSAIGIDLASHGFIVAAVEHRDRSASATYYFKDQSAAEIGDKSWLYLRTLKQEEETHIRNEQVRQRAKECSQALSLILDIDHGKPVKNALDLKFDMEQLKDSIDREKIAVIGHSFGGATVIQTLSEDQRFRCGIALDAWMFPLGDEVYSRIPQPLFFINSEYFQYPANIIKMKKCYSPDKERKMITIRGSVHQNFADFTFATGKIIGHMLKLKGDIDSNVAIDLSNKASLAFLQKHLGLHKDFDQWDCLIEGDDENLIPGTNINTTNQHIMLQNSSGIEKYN
AHR activator: human AHR activation; P35869; AHR-responsive luciferase reporter cells, luminescence; activation, % at 5 µM; 320,000 tested, 2.5% active; in the data active = activation above about 47%;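 also: 0% = vehicle wells and 100% = reference agonist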
Fam108B counter: blocks mouse Fam108B hydrolase in RBBP9 counter-screen; recombinant Fam108B, FP-Rh probe fluorescence polarization; inhibition, % at 9.51 µM; 300,000 tested, 0.33% active;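 active = inhibition above the screen mean inhibition plus 3 SD, computed separately per campaign, cut at about 18% in these data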;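 also: inhibitors lower polarization as less probe binds the enzyme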
GLD-1 TGE inh: GLD-1-TGE RNA interaction inhibition (C. elegans); inhibition, % at 5.96 µM; purified GLD-1 + fluorescein TGE RNA, fluorescence polarization; 320,000 tested, 0.44% active; Q17339;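 active = percent inhibition above a per-plate cutoff, the plate mean of test compounds plus 3 SD, cut at about 30% in these data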;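 also: 0% = DMSO wells with GLD-1 and probe and 100% = wells lacking GLD-1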
Bcl-xL primary: inhibitors of human Bcl-xL; GST-Bcl-xL / FITC-Bim BH3 peptide fluorescence polarization; AID 2129; 320,000 tested, 0.7% active; inhibition, % at 10.9 µM;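 active = inhibition above the mean of all tested compounds plus 3 SD, cutoff set per campaign, cut at about 30% in these data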;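 also: 0% = DMSO wells and 100% = unlabeled Bim-BH3 peptide competitor; inhibitors lower millipolarization by displacing the labeled peptide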
Target sequence (Q07817 whole entry, looked up): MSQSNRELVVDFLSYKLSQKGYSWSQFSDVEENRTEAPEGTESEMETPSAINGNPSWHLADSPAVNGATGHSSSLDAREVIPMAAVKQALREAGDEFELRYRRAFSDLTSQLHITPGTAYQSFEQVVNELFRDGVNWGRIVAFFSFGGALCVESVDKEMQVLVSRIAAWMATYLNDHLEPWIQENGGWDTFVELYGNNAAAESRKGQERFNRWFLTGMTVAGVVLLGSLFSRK
PAFAH1B2 FP inh: inhibitors of human PAFAH1B2 | P68402 | recombinant PAFAH1B2, FP-rhodamine activity probe, fluorescence polarization | AID 492953 | inhibition, % at 3.39 µM | 340,000 tested, 1.2% active;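 active = inhibition above the mean of all tested compounds plus 3 SD, cut at about 24% in these data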;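 also: 0% = enzyme with DMSO and 100% = wells lacking PAFAH1B2; many of its hits are not listed in these tables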
MCL1 BIM primary: MCL1-BIM-BH3 interaction inhibition (human); GST-MCL1 / FITC-Bim-BH3 fluorescence polarization; inhibition, % at 10.9 µM; 320,000 tested, 0.68% active; AID 2057;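 active = inhibition above the mean inhibition of all tested compounds plus 3 SD, set per campaign, cut at about 40% in these data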;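 also: 0% = DMSO wells and 100% = unlabeled Bim-BH3 peptide control; higher means more loss of mP so more displacement of Bim peptide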
Target sequence (Q07820 whole entry, looked up): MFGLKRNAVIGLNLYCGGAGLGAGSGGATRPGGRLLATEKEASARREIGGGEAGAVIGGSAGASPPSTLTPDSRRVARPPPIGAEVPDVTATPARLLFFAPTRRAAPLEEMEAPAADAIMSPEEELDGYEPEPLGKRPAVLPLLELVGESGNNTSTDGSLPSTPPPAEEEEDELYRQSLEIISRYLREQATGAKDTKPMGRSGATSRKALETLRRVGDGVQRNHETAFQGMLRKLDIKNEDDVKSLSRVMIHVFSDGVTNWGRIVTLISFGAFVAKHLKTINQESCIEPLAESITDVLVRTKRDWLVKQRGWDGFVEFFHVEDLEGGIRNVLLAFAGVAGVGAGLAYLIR
MEX-5 binding: C. elegans MEX-5 TCR-2 RNA binding activity; MEX-5/FITC-TCR2 RNA binding, fluorescence polarization; hits give low values; activity score (negative = inhibition of binding), % at 10 µM; 300,000 tested, 0.38% active;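 active = inhibition past about -25% in most replicates, and total fluorescence under double the plate's negative control median, limit read from the data; inconclusive = replicates evenly split on the limit, or fluorescence at least double controls; inactive = too little inhibition in most replicates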;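 also: 0% = DMSO and -100% = 5 µM competing unlabeled TCR2 RNA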
PME-1 primary: blocks human protein phosphatase methylesterase 1. Q9Y570. recombinant PME-1, FP-Rh probe fluorescence polarization. inhibition, % at 5.9 µM. 320,000 tested, 0.53% active. AID 2130;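 active = inhibition above the campaign mean of all compounds plus 3 SD, cut at about 26% in these data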;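 also: competitive labeling of PME-1 active site by serine hydrolase directed probe; 0% = PME-1 with DMSO and 100% = wells lacking PME-1 enzyme; inhibitors block probe labeling so polarization falls and inhibition rises; many of its hits are not listed in these tables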
* = called active by the depositor; ? = inconclusive; . = no result given. The list is partial; rates above refer to the full screens.

1) O=C(NCC1OCCc2ccccc21)C1COc2ccccc2O1 (configuration not stated)
2) Cc1cc(C)cc(OCC(=O)Nc2ccc(N3CCCC3)cc2)c1
3) CSc1ncccc1C(=O)Nc1cccc(C)n1
4) CON(c1nc(N(C)C)nc(N(C)C)n1)S(=O)(=O)c1ccccc1Cl
5) CCOC(=O)C(=O)Nc1nnc(SCc2ccc(F)cc2)s1
6) CC(NC(=O)C(C)N1CCN(S(=O)(=O)c2ccccc2)CC1)c1ccccc1 (configuration not stated)
7) COc1ccc(CNC(=O)c2n[nH]c3ccccc23)cc1OC
8) Cc1[nH]cnc1CSCc1ccc(Cl)cc1

screen / no.,1,2,3,4,5,6,7,8
pPAFAH inh,0,36*,0,-4,5,-1,8,10
AHR activator,-3,0,12,3,1,1,8,-3
Fam108B counter,-4,3,2,2,1,.,-2,4
GLD-1 TGE inh,6,4,0,-1,0,-4,-8,-4
Bcl-xL primary,2,3,6,-15,-2,2,-1,1
PAFAH1B2 FP inh,11,-2,2,1,20,4,0,2
MCL1 BIM primary,-2,12,7,-1,-3,8,-2,-2
MEX-5 binding,-0.5,-6.3,1.4,0.7,-1.6,.,1.5,6.6
PME-1 primary,0,4,2,-2,-3,1,4,-2

9) CC1Cc2ccccc2N1CC(=O)NC(=O)NCc1ccco1 (configuration not stated)
10) Cc1ccc(C(=O)OCc2cc(=O)n3ccsc3n2)s1
11) CC/C=C(/NC(C)=O)c1ccccc1
12) CC(=O)c1ccc(Oc2cc(-c3ccccc3)nc(-c3ccccc3)n2)cc1
13) N#C/C(=C\C=C\c1ccccc1)C(=O)NCc1ccco1
14) O=C(NCCc1ccccc1)C1CCCN1C(=O)Nc1cccc(Cl)c1 (configuration not stated)
15) Cc1ccc2c(c1)C(c1ccncc1)=NNC(c1cccnc1)=N2
16) Cc1ccc(C(=O)c2cc([N+](=O)[O-])ccc2N2CCN(C)CC2)cc1

screen / no.,9,10,11,12,13,14,15,16
pPAFAH inh,8,3,0,0,-6,6,-6,7
AHR activator,12,-1,0,0,15,-1,8,5
Fam108B counter,2,.,.,-2,-8,0,-1,3
GLD-1 TGE inh,7,-4,5,-4,-10,1,2,0
Bcl-xL primary,11,.,-2,0,-1,5,0,16
PAFAH1B2 FP inh,5,4,1,0,0,27*,4,3
MCL1 BIM primary,3,.,-1,5,5,10,1,13
MEX-5 binding,-1.7,.,.,2.3,-0.5,2.9,0.1,-2.4
PME-1 primary,2,.,-5,-3,-11,1,3,5

17) O=C(NCC(=O)N1CCCCCCC1)c1ccco1
18) O=C(CN(Cc1ccco1)C(=O)c1cc(=O)[nH]c2ccccc12)Nc1ccccc1C(F)(F)F
19) CCC(C)(C)NC(=O)CN(C(=O)C(=O)Nc1ccc2c(c1)OCCO2)N1CCOCC1
20) COc1ccc(-n2ncc3c(N4CCC(C)CC4)ncnc32)cc1
21) O=c1nc2n(Cc3ccccc3)c3ccccc3cc-2c(=O)[nH]1
22) Cc1cc(=O)oc2cc(OC(C)C(=O)Nc3ccc(N4CCCCC4)cc3)ccc12 (configuration not stated)
23) COc1cc(-c2noc(C)c2-c2ccc3[nH]ccc3c2)cc(OC)c1OC
24) CCOC(=O)c1ccc(NC(=O)c2cc(S(=O)(=O)N3CCOCC3)ccc2O)cc1

screen / no.,17,18,19,20,21,22,23,24
pPAFAH inh,4,-1,2,-6,0,6,3,5
AHR activator,3,1,1,-13,9,-4,20,-2
Fam108B counter,.,0,-1,1,8,-2,-5,-1
GLD-1 TGE inh,2,9,8,3,-3,-5,-2,6
Bcl-xL primary,8,2,4,2,6,3,9,0
PAFAH1B2 FP inh,8,-1,4,2,.,2,3,6
MCL1 BIM primary,9,-1,7,-2,3,-1,0,1
MEX-5 binding,.,-0.3,0.4,-0.8,-4.8,-1.9,0.7,-1.8
PME-1 primary,2,-9,-6,-4,-2,5,-1,4

25) Cc1cccc(NC(=O)C2COc3ccccc3O2)n1 (configuration not stated)
26) Cc1c(NC(=O)c2ccc3c(c2)OCO3)cccc1-c1nc2ncccc2o1
27) C=CCn1c(C)cc(C(=O)CSc2nc3ccccc3c(=O)[nH]2)c1C
28) CCC(C)C(=O)Nc1nnc(SCC(=O)N2C(C)CCCC2C)s1 (configuration not stated)
29) OCCN(CCO)c1ncnc2c1oc1ccc(Br)cc12
30) CC(C)OP(=O)(OC(C)C)C(NC(=O)c1cccc([N+](=O)[O-])c1)C(N)=O (configuration not stated)
31) CCOC(=O)c1cc(C(C)=O)n2ccccc12
32) Cn1c(=O)[nH]c(=O)c2c1[nH]c(=S)n2Cc1ccc(Cl)cc1

screen / no.,25,26,27,28,29,30,31,32
pPAFAH inh,-1,7,1,1,2,-5,1,5
AHR activator,-1,10,9,2,72*,3,-1,-1
Fam108B counter,-1,2,-2,5,3,-1,3,9
GLD-1 TGE inh,2,4,6,5,10,6,1,-2
Bcl-xL primary,7,3,3,2,5,6,4,-42
PAFAH1B2 FP inh,1,4,2,7,-5,-3,0,8
MCL1 BIM primary,2,2,6,4,1,0,6,-29
MEX-5 binding,-1.0,-0.7,.,1.0,-1.4,-0.3,2.1,-3.3
PME-1 primary,3,6,5,-1,4,4,-2,1

33) O=C(COc1ccc2c3c(c(=O)oc2c1)CCC3)N1CCN(c2ccccc2)CC1
34) O=C(N/C(=C\c1ccc(F)cc1)C(=O)N1CCOCC1)c1ccccc1
35) COc1ccc(-n2c(SCC(=O)Nc3ccccc3)nnc2-c2ccoc2C)cc1
36) C=C1CC(C)OC(c2ccccc2OCC(O)CN2CCCCC2)C1 (configuration not stated)
37) CC(Sc1nncn1C)C(=O)Nc1ccccc1-c1ccccc1 (configuration not stated)
38) Cc1oc2cc(O)ccc2c(=O)c1-c1nncn1-c1ccccc1
39) N/C(=N\OCc1ccc([N+](=O)[O-])cc1)c1ccccn1
40) O=C(Nc1ccc(F)c(Cl)c1)C1CC2CCC1C2 (configuration not stated)

screen / no.,33,34,35,36,37,38,39,40
pPAFAH inh,9,-3,-4,2,-4,18,-2,-1
AHR activator,0,0,0,0,0,7,-17,2
Fam108B counter,-2,1,-3,2,-2,9,3,-2
GLD-1 TGE inh,0,-5,-1,6,6,113*,1,5
Bcl-xL primary,10,1,3,0,0,113*,0,4
PAFAH1B2 FP inh,12,6,3,3,8,9,.,8
MCL1 BIM primary,1,-2,3,1,4,109*,2,1
MEX-5 binding,0.9,-1.6,0.8,-1.8,-0.4,?,-1.5,-0.4
PME-1 primary,-2,-1,-2,-2,-3,14,0,-2

Exported with two lines to a compound: two of the compounds above
Second line of a record – pPAFAH inh, AHR activator, Fam108B counter, GLD-1 TGE inh, Bcl-xL primary, PAFAH1B2 FP inh, MCL1 BIM primary, MEX-5 binding, PME-1 primary
33) O=C(COc1ccc2c3c(c(=O)oc2c1)CCC3)N1CCN(c2ccccc2)CC1
 : 9, 0, -2, 0, 10, 12, 1, 0.9, -2
36) C=C1CC(C)OC(c2ccccc2OCC(O)CN2CCCCC2)C1 (configuration not stated)
 : 2, 0, 2, 6, 0, 3, 1, -1.8, -2

(next part)
41) NC(=O)CSc1nnc(CSc2ncccn2)n1-c1ccccc1
42) COc1cccc(NC(=O)Cc2nnc(SCC(=O)NC3CCCCC3)n2C)c1
43) CCOCCCNC(=O)CN1N=C(c2ccc(C)cc2)CCC1=O
44) O=[N+]([O-])c1ccc(/C=N/NC(=S)Nc2ccccc2F)o1
45) CC1CCC(NC(=O)CN(C)S(=O)(=O)c2cnc[nH]2)CC1 (configuration not stated)
46) CCOc1cc(-c2sc(Nc3ccc(CC)cc3)n[n+]2-c2ccccc2)ccc1OC
47) Brc1ccc(-c2csc(N3CCCCCC3)n2)cc1
48) CCOC(=O)c1c(NC(=O)C(Sc2ccccc2)c2ccccc2)sc(C(N)=O)c1C (configuration not stated)

screen / no.,41,42,43,44,45,46,47,48
pPAFAH inh,1,-8,0,9,2,9,0,3
AHR activator,0,2,1,10,0,0,-10,0
Fam108B counter,-6,-4,-1,1,2,2,-2,-4
GLD-1 TGE inh,4,9,-2,-1,4,-1,-2,5
Bcl-xL primary,-2,-1,-2,9,2,1,5,5
PAFAH1B2 FP inh,-2,0,2,2,8,5,10,3
MCL1 BIM primary,-1,1,1,8,5,14,3,7
MEX-5 binding,1.5,4.9,-3.3,-0.4,-0.2,.,-0.4,1.9
PME-1 primary,-1,-6,0,2,-4,0,3,0

49) Brc1ccc(-c2ccc(CNCc3ccccn3)o2)cc1
50) COC(=O)C1CCN(C(c2cc(OC)c(OC)c(OC)c2)c2sc3nc(C)nn3c2O)CC1 (configuration not stated)
51) COc1ccc(NC(=O)COc2cccc(-n3cnnn3)c2)cc1
52) COc1cc(NC(=S)NCc2ccco2)c(OC)cc1Cl
53) COc1ccc(CCN(C(=O)c2ccco2)C(C(=O)NC2CCCC2)c2ccncc2)cc1OC (configuration not stated)
54) Cc1cc(C(=O)c2ccccc2)c(NC(=O)CN2CCOCC2)s1
55) COc1ccccc1NC(=S)N1CCC(c2nc3cc(C)c(C)cc3[nH]2)CC1
56) CCCCN1CCNC[C@@H]1c1ccccc1

screen / no.,49,50,51,52,53,54,55,56
pPAFAH inh,12,-1,6,-4,-1,3,4,3
AHR activator,14,1,2,9,4,1,52*,0
Fam108B counter,-4,1,-1,-3,-4,-2,0,.
GLD-1 TGE inh,5,2,5,-1,7,5,2,-6
Bcl-xL primary,5,-3,4,8,5,7,3,3
PAFAH1B2 FP inh,-1,2,7,2,2,-2,-4,-4
MCL1 BIM primary,10,-3,1,8,-3,-1,12,1
MEX-5 binding,-1.4,0.2,0.7,0.6,-1.3,1.5,-0.6,.
PME-1 primary,-4,-6,3,-2,-6,2,-3,-5

Overlap with the part before: 4 compounds; new compounds follow.
53) COc1ccc(CCN(C(=O)c2ccco2)C(C(=O)NC2CCCC2)c2ccncc2)cc1OC (configuration not stated)
54) Cc1cc(C(=O)c2ccccc2)c(NC(=O)CN2CCOCC2)s1
55) COc1ccccc1NC(=S)N1CCC(c2nc3cc(C)c(C)cc3[nH]2)CC1
56) CCCCN1CCNC[C@@H]1c1ccccc1
57) COc1ccc(CNC(=O)c2cc3c(=O)n4ccccc4nc3n(CC3CCCO3)c2=N)cc1 (configuration not stated)
58) Cc1ccc(-c2ccc(CCC(=O)O)n2CC(=O)O)cc1
59) CN(C)c1ccc(/C=N/NC(=O)CCCCCNC(=O)c2ccccc2)cc1
60) CC1CCN(Cc2c(C(=O)N/N=C/c3cc(Cl)ccc3O)nnn2-c2nonc2N)CC1
61) CCCS(=O)(=O)N1CCCC(C(=O)NCCCN2CCN(c3ccccc3F)CC2)C1 (configuration not stated)
62) Cc1cc(NC(=O)COC(=O)c2ccc(S(=O)(=O)N3CCCC3)cc2)no1
63) O=C(Nc1nc(-c2cc(F)ccc2F)cs1)c1ccccn1

screen / no.,53,54,55,56,57,58,59,60,61,62,63
pPAFAH inh,-1,3,4,3,-2,14,2,5,3,3,9
AHR activator,4,1,52*,0,-4,8,10,2,2,1,28
Fam108B counter,-4,-2,0,.,-1,1,1,-13,-1,4,-13
GLD-1 TGE inh,7,5,2,-6,3,-2,-11,6,0,4,2
Bcl-xL primary,5,7,3,3,9,28,3,3,3,0,-9
PAFAH1B2 FP inh,2,-2,-4,-4,4,-2,2,3,6,0,1
MCL1 BIM primary,-3,-1,12,1,10,29,0,6,1,-3,4
MEX-5 binding,-1.3,1.5,-0.6,.,-5.0,-6.9,-1.8,1.1,-1.9,-0.3,3.5
PME-1 primary,-6,2,-3,-5,-3,0,-4,-9,0,0,0
